NTMT1 inhibitor = NTMT1 methyltransferase inhibition | Q9BV86 | NTMT1 MTase-Glo SAH luminescence, purified enzyme | Potency, µM (top dose mostly 114 µM), for the others: at the top dose activity change, negative = inhibition, hits mostly inhibitors | hit rate 2.5% among 59,000; active = well fitted inhibition curve with a large enough effect; inconclusive = small, poorly fitted or top-dose-only effect;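 note: plate controls were DMSO vehicle for no effect and no enzyme for full effect; nearly all actives have a fitted effect of over 65% in size; many of its hits are not listed in these tables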
Target sequence (Q9BV86 whole entry, looked up): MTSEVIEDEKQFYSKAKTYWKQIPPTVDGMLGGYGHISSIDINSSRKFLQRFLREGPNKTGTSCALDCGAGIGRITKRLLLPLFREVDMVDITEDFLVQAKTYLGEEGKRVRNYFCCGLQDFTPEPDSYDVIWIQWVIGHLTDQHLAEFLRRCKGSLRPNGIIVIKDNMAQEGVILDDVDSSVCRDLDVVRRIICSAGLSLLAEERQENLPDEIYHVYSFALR
An asterisk follows results filed as active; ? = inconclusive; [ ] = remark or other dose. Potency is the fitted concentration of half-maximal effect. A portion of the library; rates above refer to the full screens.

Start of the data: the first 3 entries (preview)
SMILES | NTMT1 inhibitor
Cc1nnc(-c2cnn(C)c2N)n1CCCn1cccc1 | 2.5%
Cc1ccc(OCCn2c(CCNC(=O)c3cccc4cc[nH]c34)nc3ccccc32)cc1 | 14.2%
Cc1cc(C)nc(NC(=S)N2CCN(c3ncccc3Cl)CC2)c1 | ?

The whole of this part, from the first entry:
SMILES | NTMT1 inhibitor
Cc1nnc(-c2cnn(C)c2N)n1CCCn1cccc1 | 2.5%
Cc1ccc(OCCn2c(CCNC(=O)c3cccc4cc[nH]c34)nc3ccccc32)cc1 | 14.2%
Cc1cc(C)nc(NC(=S)N2CCN(c3ncccc3Cl)CC2)c1 | ?
COc1cc(OC)cc(C2=Nn3c(nnc3-c3ccccc3OC)SC2)c1 | ?
COC1CC(C(=O)c2ccc3c(N)ncc(-c4ccc(-c5cnn(C)c5)cc4)c3n2)C1 (stereo not given) | 1.5%
Cc1ccc(CNc2ncnc3ccc(-c4ccc([C@@H](C)O)o4)cc23)o1 | ?
O=C(O)c1ccc2c(c1)C(=O)N([C@H](Cc1c[nH]c3ccccc13)C(=O)O)C2=O | -2.9%
O=C(NC1CCCc2c1cnn2-c1ccc(F)cc1F)c1cnon1 (stereo not given) | 6.6%
Nc1nccc2c1ncn2[C@@H]1C=C(CO)[C@@H](O)[C@H]1O | -97.4%
Cc1nnc2sc(-c3cccc(NC(=O)c4ccc(-c5cccc(Cl)c5)o4)c3)nn12 | -16.9%
COc1ccc(OCc2nnc3n2N=C(c2ccccc2)CS3)cc1 | -1.9%[57.5 µM]
CCCC1CCN(C(=O)CC(c2ccc3c(c2)OCO3)c2c(O)cc(OC)cc2OC)C1 (stereo not given) | 1.1%[228 µM]

3 of the compounds above, with tabs.
Compound	NTMT1 inhibitor
COc1cc(OC)cc(C2=Nn3c(nnc3-c3ccccc3OC)SC2)c1	?
COC1CC(C(=O)c2ccc3c(N)ncc(-c4ccc(-c5cnn(C)c5)cc4)c3n2)C1 (stereo not given)	1.5%
Cc1ccc(CNc2ncnc3ccc(-c4ccc([C@@H](C)O)o4)cc23)o1	?

Sorted by number of heavy atoms (smallest number first): 3 of the compounds above
SMILES | NTMT1 inhibitor
O=C(NC1CCCc2c1cnn2-c1ccc(F)cc1F)c1cnon1 (stereo not given) | 6.6%
Cc1ccc(CNc2ncnc3ccc(-c4ccc([C@@H](C)O)o4)cc23)o1 | ?
COC1CC(C(=O)c2ccc3c(N)ncc(-c4ccc(-c5cnn(C)c5)cc4)c3n2)C1 (stereo not given) | 1.5%

Next records.
SMILES | NTMT1 inhibitor
CC(C)(C)OC(=O)N1CCN(c2ccc(NCc3coc(-c4ccc(C#N)cc4)c3)cc2)CC1 | -8.2%
COc1ccccc1-c1csc2ncnc(Sc3nnnn3C)c12 | 9.1%[57.5 µM]
Cc1ccc(C(=O)[C@H]2CC[C@@H](C(=O)Nc3ccc(S(=O)(=O)Nc4nccs4)cc3)C2)cc1C | 3.4%
COc1ccccc1C1N=C(Nc2nc3ccccc3o2)NC2=C1C(=O)CCC2 (stereo not given) | 5.0%[57.5 µM]
Cc1ccc(NS(=O)(=O)c2cccc(C(=O)O)c2)cc1C | 3.5%[57.5 µM]
COc1ccc(CNc2nc(-c3ccccc3C(F)(F)F)nc3ccccc23)cc1 | 7.7%
O=C(NCCN1CCCC1)[C@H](Cc1ccc(OS(=O)(=O)c2cccc3cnccc23)cc1)NS(=O)(=O)c1cccc2cnccc12 | -16.3%
O=C(Cc1ccc(Cl)c(Cl)c1)Nc1ccc(S(=O)(=O)NCc2ccco2)cc1 | 4.1%[57.5 µM]
COc1cc(O)c(C(CC(=O)N2CCCC(C)C2)c2ccc3c(c2)OCO3)c(OC)c1 (stereo not given) | 4.5%
CC(C)(O)CC[C@@H](O)[C@](C)(O)[C@H]1CC[C@@]2(O)C3=CC(=O)[C@@H]4C[C@@H](O)[C@@H](O)C[C@]4(C)[C@H]3CC[C@]12C | -3.1%
Cc1ccc(S(=O)(=O)Nc2ccccc2C(=O)Nc2ccc(-c3ccccc3)cn2)cc1 | 1.5%[57.5 µM]
CC(=O)NC(c1ccco1)c1cc(Cl)c2ccc(N3CCCCC3)nc2c1O (stereo not given) | -0.5%[57.5 µM]
CCn1cnc2c(NCc3cccnc3)nc(C#N)nc21 | 2.0%[57.5 µM]
COc1ccc(C2Nc3ccccc3C(=O)N2Cc2cccc3ccccc23)cc1COc1ccc(NC(C)=O)cc1 (stereo not given) | 41.4%[activator]
CC1=C(C(=O)Nc2ccccc2)C(c2ccccc2Cl)N=C(Nc2nc3ccccc3o2)N1 (stereo not given) | 3.3%
N#Cc1c(-c2ccc3c(c2)OCO3)no[n+]1[O-] | 6.5%
Cc1ccc(S(=O)(=O)Nc2cc(C(=O)Nc3nc(-c4ccccc4)cs3)ccc2Cl)cc1 | 1.3%[57.5 µM]
CC(=O)NC(c1cccs1)c1cc(Cl)c2ccccc2c1O (stereo not given) | -2.6%
CC(=O)Nc1sc2c(c1-c1nc3ccccc3s1)CCN(C(C)=O)C2 | -5.6%
Cc1ccc(-c2cc(C(=O)Nc3cccc(Cl)c3)c3ccccc3n2)cc1C | 0.0%
CCCn1c(C)nc2c(NCCOC)nc(C)nc21 | -2.7%
CNC(=O)C1=C(C)NC(Nc2nc3ccccc3o2)=NC1c1[nH]ncc1Cl (stereo not given) | 12.4%
O=C(Nc1nc(-c2ccccc2)cs1)c1ccccc1-n1cnnn1 | -8.2%
O=C(NCc1ccccc1)C1CCN(c2nc(-c3ccc(Br)cc3)cs2)CC1 | -45.4%
Oc1ccc(/C=C/c2c(F)cccc2F)c2cccnc12 | 8.3%[57.5 µM]
CCCCNc1nc(C)nc2c1nc(C)n2CCC | -0.4%
CCN(CC)CCCC(C)n1c(-c2ccccc2)nc2c(N(CCOC)CCOC)nc(C)nc21 (stereo not given) | 10.3%
Cc1ccc(OCCn2c(CCN[S+](=O)([O-])C3CCCCC3)nc3ccccc32)cc1 | -2.3%
Cc1ccnc(NC(=S)N2CCN(c3ccc(Cl)c(Cl)c3)CC2)c1 | ?
c1csc(CNc2ccc(N3CCCCC3)cc2)c1 | ?
Nc1ncnc2c1ncn2[C@@H]1O[C@H](CN[S+](=O)([O-])NC(=O)c2cccc(-c3noc(-c4ccccc4F)n3)c2)[C@@H](O)[C@H]1O | 0.891µM*
Cc1cc(N(C)S(=O)(=O)c2ccc(NC(=O)Cc3ccc(Cl)c(Cl)c3)cc2)no1 | -0.2%[57.5 µM]
CCC(=O)NC(c1cc(Cl)c2ccccc2c1O)C(C)C (stereo not given) | 13.2%
O=C(Nc1ncc(Cc2ccc(C(F)(F)F)cc2)s1)c1ccco1 | 6.5%[57.5 µM]
N#Cc1cccc(Nc2ncc(-c3cccc4ccccc34)o2)c1 | 12.1%
CCCn1c(-c2ccc(F)cc2)nc2c(NC3CC4CCC(C3)N4C)nc(C)nc21 (stereo not given) | 1.2%
O=C1c2ccccc2C(=O)N1c1cccnc1 | 8.3%
Cc1ccc(S(=O)(=O)Nc2cnccc2C(=O)Nc2nc(C3CCC3)cs2)cc1 | ?
Cc1ccnc(NC(=S)N2CCN(c3ccc(Cl)cc3Cl)CC2)c1 | ?
O=S1(=O)N=C(Sc2ccc3c(c2)OCCO3)c2ccccc21 | -2.1%
CCOc1ccc(CNc2ccc(-c3nc4ccccc4[nH]3)cc2)cc1 | -0.6%[57.5 µM]
O=S(=O)(Nc1nc(-c2ccccc2C(F)(F)F)nc2ccccc12)c1ccc(-c2cccnc2)cc1 | 0.0%[57.5 µM]
CC(=O)Nc1sc2c(c1-c1cccc3c1sc1ccccc13)CCNC2 | -5.2%
Cc1ccc(OCCn2c(CCNC(=O)c3ccc(C(F)(F)F)cc3)nc3ccccc32)cc1 | -7.8%
COc1ccccc1C(=O)Nc1nc(-c2ccccc2)cs1 | 1.8%
COc1ccc(C2=Nn3c(nnc3-c3ccccc3Cl)SC2)cc1OC1CCOC1 (stereo not given) | -19.0%
Cc1ccc(NS(=O)(=O)c2ccc3c(c2)CCC(=O)N3C)cc1Cl | -3.9%
O=S(=O)(c1ccccc1)N1CCN(S(=O)(=O)c2ccc3c(c2)OCCO3)CC1 | 29.2%
CC(C)(NC(=O)Nc1ccccc1Cl)C(=O)N1CCC(C(=O)O)CC1 | 12.2%
COc1cccc(C(=O)NCCc2nc3ccccc3n2CCOc2ccc(C)cc2)c1 | 10.8%
O=C(NCCCc1ccccc1)C1CCN(c2nc(-c3ccc(Br)cc3)cs2)CC1 | 8.9%
O=S(=O)(Nc1ccc(O)c(NS(=O)(=O)c2ccccc2)c1)c1ccccc1 | ?
COc1ccccc1C1c2c(ncn(-c3ccccc3)c2=N)Oc2ccc3ccccc3c21 (stereo not given) | -12.2%
CC(=O)NC(c1ccco1)c1cc(Br)c2cccnc2c1O (stereo not given) | 8.4%
CC(C)(C)OC(=O)N1CCN(c2ccc(NCc3cnc(-c4ccc(C#N)cc4)o3)cc2)CC1 | -16.0%
Cc1ccc(S(=O)(=O)Nc2cnccc2C(=O)Nc2nc3ccccc3s2)cc1 | ?
Fc1ccccc1-c1nc(NCc2ccc(-c3cccnc3)cc2)c2ccccc2n1 | 16.2%
O=c1cc(CN2CCCN(c3ccc(C(F)(F)F)cn3)CC2)nc2ccccn12 | 3.0%
Fc1c(-c2ccc3ncnc(NCc4cccs4)c3c2)ccc2c1OCO2 | ?
CCOC(=O)c1ccc(-c2ccc3ncnc(NCCc4cnc[nH]4)c3c2)o1 | ?

(continued)
SMILES | NTMT1 inhibitor
Cc1cccc(Nc2nn3c(=O)c4ccccc4nc3s2)c1 | ?
CC(=O)c1ccc(N2CCN(S(=O)(=O)c3ccc4c(c3)C(=O)OC4)CC2)cc1 | 6.7%
C[C@]12CCC3=C4CCC(=O)C=C4CC[C@H]3[C@@H]1CC[C@@]2(O)CC#N | ?
Fc1ccc(CSc2nc3ncc(Br)cc3[nH]2)cc1 | -4.6%
CCC(=O)O[C@]1(C(=O)CO)CC[C@H]2[C@@H]3CCC4=CC(=O)CC[C@]4(C)[C@H]3CC[C@@]21C | ?
CC[C@@]1(O)C(=O)OCc2c1cc1n(c2=O)Cc2c-1nc1ccccc1c2CCNC(C)C | 13.3%[12.6 µM]
Cc1ncc(NC(=O)c2cccc(C(F)(F)F)c2)cc1-c1cnc(OC2CCOCC2)c(N2CCOCC2)c1 | -2.7%
CC(=O)c1ccc(-c2csc3ncnc(Sc4nnnn4C)c23)cc1 | 8.7%
CNS(=O)(=O)Nc1nccc(Cc2c(C)c3ccc(Oc4ncccn4)cc3oc2=O)c1F | 4.5%
Cc1cc(-c2nnc3n2CCCCC3)c(C)n1-c1ccc(Cl)cc1 | 23.0%
COc1cc(O)c([C@H](CC(=O)N2CC(C)CC(C)C2)c2ccc3c(c2)OCO3)c(OC)c1 (stereo not given in full) | 6.4%
O=C(/C=C/C#Cc1cccc(NS(=O)(=O)c2ccccc2)c1)NO | 12.3%[4.22 µM]

Two compounds drawn at random from the list so far, as already listed:
SMILES | NTMT1 inhibitor
Cc1ncc(NC(=O)c2cccc(C(F)(F)F)c2)cc1-c1cnc(OC2CCOCC2)c(N2CCOCC2)c1 | -2.7%
O=C(/C=C/C#Cc1cccc(NS(=O)(=O)c2ccccc2)c1)NO | 12.3%[4.22 µM]

(more compounds)
SMILES | NTMT1 inhibitor
c1ccc(CNCc2nnc(-c3cc4ccccc4[nH]3)s2)cc1 | 3.0%
O=S1(=O)N=C(Oc2ccc(-c3ccccc3)cc2)c2ccccc21 | 5.4%
CC(C)(C)C[C@H]1N[C@@H](C(=O)NC2CCC(O)CC2)[C@H](c2cccc(Cl)c2F)[C@@]12C(=O)Nc1cc(Cl)ccc12 (stereo not given in full) | 23.9%
COc1ccccc1-c1nc(NCc2ccc(-c3cccnc3)cc2)c2ccccc2n1 | 8.2%
O=C(Nc1cc(C(F)(F)F)ccc1Cl)C(O)Cc1ccccc1 (stereo not given) | 1.4%
Nc1ccc(S(=O)(=O)N2CCN(S(=O)(=O)c3c(F)cccc3F)CC2)cc1 | 4.0%
O=C(Nc1ccc(Cl)c(C(F)(F)F)c1)Nc1nnc(-c2ccncc2)s1 | ?
C=CCSc1nnc(-c2cccc3ccccc23)o1 | 7.6%
COc1ccc(OCc2cc(C3Nc4ccccc4C(=O)N3Cc3ccccc3)ccc2OC)cc1 (stereo not given) | 12.2%
COc1ccc(C2=Nn3c(nnc3-c3ccccc3OC)SC2)cc1O[C@H]1CCOC1 | -6.1%
CC1CCC(C(=O)Nc2ccc([S+](=O)([O-])Nc3nccs3)cc2)CC1 (stereo not given) | 21.7%
COc1ccc(C2c3ccc4ccccc4c3Oc3ncn(CCN4CCOCC4)c(=N)c32)cc1OC (stereo not given) | -7.1%
CCOC(=O)c1csc(-n2nc(-c3ccc(F)c(F)c3)c(Cc3ccc(S(N)(=O)=O)cc3)c2N)n1 | -3.6%
O=C1CCCC2=C1C(c1cccnc1Br)N=C(Nc1nc3ccccc3o1)N2 (stereo not given) | 11.0%
CN(C)S(=O)(=O)c1ccc(-c2nc(NCc3ccc(-c4ccnc(C(F)(F)F)c4)cc3)c3ccccc3n2)cc1 | -2.1%
[O-][n+]1cccc(-c2nc3c(Cl)cccc3cc2[C@@H](Nc2ncnc3cccnc23)C(F)(F)F)c1 | -0.9%
COc1cc(O)c(C(CC(=O)N2CCCC(C)C2)c2ccc(C)cc2)c(OC)c1 (stereo not given) | 18.4%
COC(=O)c1ccc(N2CCN(S(=O)(=O)c3ccc4c(c3)CC(=O)N4)CC2)cc1 | ?
Cc1cc2c(s1)c1cnn(Cc3ccc(SC(F)(F)F)cc3)c(=O)c1n2C | 11.3%
CN(C)c1ccc2nc(NC(=S)N3CCN(c4cccc(C(F)(F)F)c4)CC3)sc2c1 | 12.9%[57.5 µM]
CC(=O)Nc1ccc(-c2c(NC(C)=O)sc3c2CCNC3)cn1 | -4.6%
Cn1ccc2cc(S(=O)(=O)N3CCN(S(=O)(=O)c4c(F)cccc4F)CC3)ccc21 | -3.9%
CC(C)COc1ccc(-c2csc(N3CCC(C(N)=O)CC3)n2)cc1 | -22.6%

Screens as filed in PubChem.
